H69AR growth 86K: growth inhibitors of human H69AR lung tumor cells; H69AR lung tumor viability, ATP luminescence, 72 h; stronger effect = lower value; viability, % at 10 µM; 85,000 compounds, 6% hits; AID 598;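 active = viability at or below 40%; inactive = viability above 40%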;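 note: multidrug resistant small cell line overexpressing MRP-1 efflux transporter; 100% = mean luminescence of untreated control wells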
PTK2B oligo ant: blocks oligomerization of human Pyk2 in cells; 99,000 compounds, 0.83% hits; Q293 cells, Pyk2 FERM NanoBiT luminescence; stronger effect = lower value; z-score (the deposit names both 25 µM and 10 µM); AID 1347419;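 active = Z-score of -3 or lower, scaled per plate to the spread of control and sample wells; inactive = z-score above -3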;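 note: negative z-score means lost luminescence so less FERM oligomerization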
HUVEC tox IL1B: toxic to HUVEC cells under IL-1B stimulation | HUVEC cell count loss, Hoechst imaging, IL-1B stimulated | cell count reduction, % at 2 µM | 94,000 compounds, 0.41% hits;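 active = cell count reduction more than 3 SD above the screen-wide mean, cut at about 70% in these data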;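 note: normalized per plate to untreated control cells as the no-loss baseline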
TNFa cytotox: toxic to HUVEC cells under TNF alpha stimulation; HUVEC TNFalpha-stimulated, Hoechst cell count, imaging; cell count reduction, % at 2 µM; 93,000 compounds, 0.17% hits;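 active = cell count reduction exceeding the screen mean by over 5 SD, scaled to untreated wells per plate, cut at about 78% in these data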;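 note: cells counted after 24 h of TNF alpha exposure following the 1 h pretreatment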
Lung fibro prol: blocks proliferation of human lung fibroblasts | LL 47 human lung fibroblast viability, ATP luminescence; stronger effect = lower value | viability, % at 10 µM | 85,000 compounds, 1.1% hits;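 active = viability at or below 50% in the single dose screen; inactive = viability above 50%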;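 note: compound exposure lasted 72 h before the ATP readout; 100% = median luminescence of untreated cell-only wells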
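Benchmarks: Cell-only wells, no compound | Test system: LL 47 human lung fibroblasts, passage 12 or lower | Input: 1,150 cells/well | Measured by: CellTiter-Glo luminescence measuring cellular ATP | Medium: IMEM, 15% FBS supplement | Schedule: Overnight attachment after seeding, then 72 h compound exposure at 37 °C | Doses: Compound addition at 0.1% DMSO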
VCAM1 TNFa inh: reduces TNF alpha induced VCAM1 expression in HUVEC | HUVEC TNFa-induced VCAM-1 immunofluorescence, high-content imaging | 95,000 compounds, 0.48% hits | AID 802 | inhibition, % at 2 µM;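 active = inhibition above the batch mean plus 3 SD, with images confirmed as a hit by eye, cut at about 37% in these data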;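 note: 0% = TNF-stimulated DMSO wells and 100% = unstimulated control wells; not every result past the cut was called active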
Smad3 inh: inhibitors of human Smad3 transcription factor binding; P84022; TR-FRET Smad3/Dy647-FoxH1 peptide binding, europium anti-His; inhibition, % at 25 µM; 88,000 compounds, 0.29% hits; AID 630;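 active = compounds that reduce the energy-transfer binding signal between the protein and its labelled peptide by more than half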;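 note: 0% = Smad3 plus labelled peptide maximal FRET and 100% = peptide-only background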
Target sequence (P84022 whole entry, looked up): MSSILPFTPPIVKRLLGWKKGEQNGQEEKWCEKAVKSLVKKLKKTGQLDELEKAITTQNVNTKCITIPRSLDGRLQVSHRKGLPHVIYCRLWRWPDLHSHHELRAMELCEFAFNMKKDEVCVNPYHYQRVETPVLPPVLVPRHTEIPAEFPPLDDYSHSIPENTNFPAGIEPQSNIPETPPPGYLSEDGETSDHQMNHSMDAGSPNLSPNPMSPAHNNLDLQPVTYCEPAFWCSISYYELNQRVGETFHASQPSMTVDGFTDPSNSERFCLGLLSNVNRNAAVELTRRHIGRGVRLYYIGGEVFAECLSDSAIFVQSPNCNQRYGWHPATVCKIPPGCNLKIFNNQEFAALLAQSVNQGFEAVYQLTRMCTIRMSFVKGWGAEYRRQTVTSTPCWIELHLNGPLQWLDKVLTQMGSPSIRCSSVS
F-actin modifier: cytoskeleton assembly modification; AID 836; HUVEC TNFa F-actin phalloidin imaging, high content; 91,000 compounds, 0.18% hits; inhibition, % at 2 µM;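 active = inhibition above the batch mean plus 3 SD and confirmed as a hit by visual image inspection, cut at about 30% in these data, passing the limit was not always enough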; note: strong numbers were not always called active
HUVEC prolif 384: blocks proliferation of human endothelial cells. HUVEC proliferation, CellTiter-Glo luminescence, 72 h; stronger effect = lower value. 86,000 compounds, 1.1% hits. viability, % at 10 µM (by protocol). AID 648;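 active = viability at or below 30%; inactive = viability above 30%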;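 note: 100% = median luminescence of DMSO-only cell control wells on each plate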
* hit, by the source's call; · = no result given; [ ] = dose if it differs, or a comment. This is a subset; rates above refer to the full screens.

SMILES	H69AR growth 86K	PTK2B oligo ant	HUVEC tox IL1B	TNFa cytotox	Lung fibro prol	VCAM1 TNFa inh	Smad3 inh	F-actin modifier	HUVEC prolif 384
Cc1cc(C(=O)NC(C)c2ccncc2)cs1 (stereo not drawn)	97	-0.45	-22	-12	99	3	8	-2	99
Cc1ccc(CNc2nc(N)c([N+](=O)[O-])c(Nc3cccc(F)c3)n2)cc1	44	0.8	-2	-27	96	15	16	2	103
O=C(CSc1nnc(CNc2ccc(F)cc2)o1)N1CCCc2ccccc21	95	0.13	·	·	91	·	4	·	83
Nc1nc(SCc2nc3scc(-c4ccccc4)c3c(=O)[nH]2)n[nH]1	·	-0.2	9	-18	·	14	·	-3	·
N#C/C(=N\Nc1c(Cl)cccc1Cl)C(=O)NN	·	0.24	-11	-22	·	16	·	11	·
CCOC(=O)c1c(-c2ccccc2)oc2ccc(O)c(CN3CCOCC3)c12	53	-1.9	-12	-24	77	9	-9	-11	84
O=[n+]1c2c(n([O-])c3c1CCC3)CCCC2	97	0.07	-2	·	96	·	4[fluorescence artefact?]	-49	105
Cc1ccc(C(=O)Nc2ccc(N3CCN(S(C)(=O)=O)CC3)cc2)cc1	·	-0.06	-2	12	·	16	·	10	·
Cc1c(Cl)cccc1NC(=S)NCCC(C)C	·	0.08	-10	-36	·	12	·	1	·
COc1ccc(/C=N\NS(=O)(=O)c2ccc(Br)cc2)cc1COc1ccccc1[N+](=O)[O-]	63	-0.59	-37	-16	98	11	4	9	80
CC(C(=O)NC1CCCC1)N(C(=O)c1snc(C(N)=O)c1N)c1ccc2c(c1)OCCO2 (stereo not drawn)	87	-0.26	1	-12	97	0	-1	6	84
Cc1ccc(S(=O)(=O)Nc2nc3ccc(S(=O)(=O)N4CCCC4)cc3s2)cc1	88	-2	-23	-16	88	12	-2	7	84
Cn1ncc(C#N)c1NC(=O)C1CC(c2ccc(Cl)cc2)=NO1 (stereo not drawn)	92	0.08	-30	-9	95	5	-19	18	94
COc1ccc(N2CN=C3SCC(=O)N3C2)cc1	71	0.07	-12	-6	101	11	-11	-8	78
CCOC(=O)C(CC)Sc1nnc2c3cc(C)ccc3n(C)c2n1 (stereo not drawn)	74	-1.2	26	4	93	1	0	-19	81
CC1(C)Cc2ccccc2-c2nnc(-c3ccco3)n21	89	-1.8	12	2	88	8	8	-23	75
Cn1cccc1Cc1nnc(SCC(=O)Nc2ccc3c(c2)OCCO3)n1-c1ccc(F)cc1	81	·	·	·	91	·	8[fluorescence artefact?]	·	98
Cc1cc(NC(=O)CCCSc2nc(-c3ccco3)cc(C(F)(F)F)n2)no1	95	0.75	12	2	96	0	-3[fluorescence artefact?]	2	70
O=C(CN1C(=O)CSc2ccccc21)N1CCc2ccccc21	84	0.74	-38	0	92	11	-1	-17	94
O=c1c2c3c(sc2nc2n1CCCCC2)CCCCC3	·	-1.1	·	-17	·	2	·	12	·
CC(=O)SC(C[N+](=O)[O-])c1cn(C(C)=O)c2ccccc12 (stereo not drawn)	2.3*	0.67	-11	-3	2.6*	2	-11	-12	101
CCCOc1cccc(CN2CCCCC2c2cccnc2)c1 (stereo not drawn)	85	-1.5	-8	-34	98	-19	-6[fluorescence artefact?]	-12	109
O=c1[nH]c(NCCO)nc2c1C1(CCCCC1)Cc1ccccc1-2	55	-1.4	24	-3	88	-5	-1	-13	65
COc1ccc2c(CC(=O)NCC3CCC(C(=O)O)CC3)cc(=O)oc2c1 (stereo not drawn)	109	0.35	-8	-19	106	9	6	22	89
CC(=O)Nc1sc2c(c1CN1CCN(C)CC1)CCCC2	89	-1.3	-3	7	94	4	-17	-13	98
COc1ccc(NC(=O)C2CCCCN2CC(=O)OCc2ccccc2)cc1OC (stereo not drawn)	93	-0.12	8	-28	102	5	6	-52	95
COc1ccc(-c2noc(CCCC(=O)O)n2)cc1	71	0.58	·	·	98	·	5	·	100
COc1ccc(Nc2nccc(OC)c2C#N)cc1	·	0.32	7	-5	·	1	·	-53	·
Cc1ccc2cc(CN(Cc3cccs3)Cc3nnnn3CC3CCCO3)c(=O)[nH]c2c1C (stereo not drawn)	60	-0.93	-16	-29	83	2	7	9	89
Cc1cccc(OCCCCc2c(C)n[nH]c2C)c1	97	-1.4	1	-2	97	-16	-21	-14	95
CCOC(=O)c1[nH]c2ccc(OC)cc2c1N=CN(C)C	96	0.27	3	-42	106	4	-8	9	100
O=C(Nc1ccc(S(=O)(=O)Nc2nccc(C3Cc4ccccc4C(=O)O3)n2)cc1)c1ccccc1 (stereo not drawn)	102	0.46	9	-5	101	1	11	-5	100
c1ccc(-c2nnc3n2N=C(c2ccc4c(c2)OCO4)CS3)nc1	79	-0.17	-1	-6	97	4	6	-9	95
CCN(CC)CCCn1c(=S)[nH]c2cc(Cl)ccc2c1=O	89	0.78	78*	-3	90	2	-6	5	81
CCc1nc(SCC(=O)Nc2nnc(CC)s2)c2c(C)c(C)sc2n1	·	-2.1	7	-20	·	-3	·	22	·
NC(=O)CSc1nnc(-c2ccc(S(=O)(=O)N3CCOCC3)cc2)n1Cc1ccccc1	94	0.45	11	-8	110	-14	-8[fluorescence artefact?]	-12	102
O=C(CSCC(=O)OCC(=O)c1ccc(Br)cc1)Nc1ccc(Br)cc1	·	-0.06	16	5	·	3	·	16	·
CC(C)(C)n1nc2c(c1NC(=O)c1ccc(S(=O)(=O)N3CCCC3)cc1)CS(=O)C2 (stereo not drawn)	94	-0.25	-2	-22	101	-8	-1	·	98
COc1ccccc1C(=O)Nc1nc(-c2cccs2)c(NC(C)=O)s1	85	-0.66	1	-22	91	-16	-3[fluorescence artefact?]	11	75
O/C(=C\Sc1nnc(Cc2ccccc2)o1)c1ccc(Br)cc1	96	0.16	0	-15	94	13	9	37	97
Cc1ccc(CN2C(=O)CCC2C(=O)NCCCN2CCCCC2C)cc1 (stereo not drawn)	113	-0.25	1	·	111	·	-2	·	95
CCCCN(C(=O)c1ccc(Cl)cc1)C1CC2CCC(C1)N2C (stereo not drawn)	36*	·	-65	-10	90	3	3	11	87
O=C(CN1CCN(C(=O)N2CCCCC2)CC1)Nc1ccc(F)cc1	90	-0.07	18	-31	99	14	6	44	93
NS(=O)(=O)c1ccc(-n2nncc2C23CC4CC(CC(C4)C2)C3)cc1	95	2.3	8	15	89	47	6	5	102
NC(=O)CC(c1ccccc1)c1ccco1 (stereo not drawn)	93	0.31	14	-10	94	10	8	-13	90
CCC/C(O)=C1\C(=O)CCCC1=NC(C)C(=O)O (stereo not drawn)	93	0.2	-20	-32	93	-21	13	34	91
O=C(c1cnc2n(c1=O)CCS2)N(c1ccccc1)C1CCCCC1	100	-0.61	-70	-19	105	8	-16	·	92
C(=C\c1ccccc1)/CN1CCN(c2ncnc3c2oc2ccccc23)CC1	92	0.52	-28	-13	97	-12	-5	-7	82
O=C1NC(c2ccccc2)=C(c2nc3ccccc3s2)C(c2ccc(O)cc2)N1 (stereo not drawn)	·	-2.3	11	-37	·	-3	·	18	·
Cc1nn(-c2ccccn2)c2c1C(c1ccncc1)C1=C(CC(C)(C)CC1=O)N2 (stereo not drawn)	·	-1	-19	1	·	-4	·	3	·
O=c1[nH]c2ccc(S(=O)(=O)N3CCCCC3)cc2[nH]1	95	-0.91	-47	-36	105	-13	7	6	115
Cn1cnnc1SCC(=O)c1ccc(OC(F)F)cc1	·	1.9	7	-24	·	12	·	10	·
O=S(=O)(c1ccc2c(c1)OCCO2)N1CCC(c2nc3ccccc3s2)CC1	102	-3.1*	8	-7	93	18	6	6	81
N#Cc1ccc(N2CCN(c3ccc(F)cc3)CC2)cc1	87	1.1	-11	-12	98	-25	4	-24	103
CN(C)c1ccc(NC(=O)c2ccc(COc3cccc(Cl)c3)o2)cc1	68	0.67	2	-7	100	22	11	-9	60
Cc1ccc2[nH]c3c(N4CCN(Cc5ccccc5)CC4)ncnc3c2c1	71	-1.8	·	-11	77	16	-4	7	14*
CC(C)OC(=O)c1c(-c2ccc(C(C)C)cc2)csc1NC(=O)C1CCCO1 (stereo not drawn)	·	-1.4	-20	-14	·	8	·	12	·
O=C(NC1CCCC1)C(c1ccc(N2CCOCC2)cc1)N(Cc1ccco1)C(=O)c1ccco1 (stereo not drawn)	70	0.2	0	-26	109	1	11	20	100
CC1Cc2nc(SCC(=O)Nc3ccc(F)cc3F)n(C)c(=O)c2S1 (stereo not drawn)	83	-0.57	-57	10	99	6	10	-22	105
COc1ccc(Cl)cc1S(=O)(=O)Oc1ccc(NC(C)=O)cc1	81	-0.42	-44	-14	107	-12	17[fluorescence artefact?]	-15	85

New compounds follow.
SMILES	H69AR growth 86K	PTK2B oligo ant	HUVEC tox IL1B	TNFa cytotox	Lung fibro prol	VCAM1 TNFa inh	Smad3 inh	F-actin modifier	HUVEC prolif 384
Cc1ccc(Nc2nc(N)nc(CSc3nc(C)cc(C)n3)n2)cc1	48	-1.7	14	26	84	15	-15	9	113
c1ccc(-n2cnnc2SCc2nc3ccccc3s2)cc1	87	0.41	-4	-22	91	3	-1	·	91
COc1ccc(N=C2C(=O)Nc3c(C)cccc32)cc1	74	-2.1	58	-22	99	-4	2	-18	82
CC(C)(C)NC(=O)COC(=O)c1snc(C(=O)NC2CCCCC2)c1N	90	0.07	-10	-40	103	14	-3	-4	82
O=c1c2ccccc2c(C=NCCc2ccccc2)c(O)n1Cc1ccccc1	78	-0.81	-3	-6	104	4	-17	5	100
CC(=O)c1cnc2c(-c3ccccc3)cnn2c1C	89	1.1	14	11	97	3	-5	3	87
CCN1CCN(C(c2ccccc2OC)c2nnnn2C2CCCCC2)CC1 (stereo not drawn)	89	-0.06	18	16	108	-6	11	-17	98
N=C(N)SCc1cccc2ccccc12	·	1.1	-55	-23	·	-13	·	21	·
O=C(CCn1c(=O)[nH]c2ccsc2c1=O)N1CCc2ccccc2C1	98	1.6	·	·	103	·	6	·	102
O=C(Cn1nc(-c2cccc(Cl)c2)ccc1=O)Nc1cccnc1	94	-0.17	·	·	97	·	8	·	89
O=C(CN(c1ccc2c(c1)OCCO2)S(=O)(=O)c1ccccc1)NCC1CCCO1 (stereo not drawn)	95	0.26	6	-15	100	22	-2	12	85
O=C(Nc1nnc(Cc2ccc(Cl)cc2)s1)c1cccs1	·	1.2	-32	-10	·	21	·	-21	·
COC(=O)c1ccc(-c2n[nH]c(=O)c3ccccc23)cc1	86	-0.23	7	-4	99	-9	1	-17	86
CCOC(=O)C1=C(CN2CCC(C)CC2)NC(=O)NC1c1ccc(Cl)cc1 (stereo not drawn)	102	-0.6	-17	6	90	19	2	3	118

Another view of part of the listing above.
> O=c1c2ccccc2c(C=NCCc2ccccc2)c(O)n1Cc1ccccc1
  H69AR growth 86K = 78
  PTK2B oligo ant = -0.81
  HUVEC tox IL1B = -3
  TNFa cytotox = -6
  Lung fibro prol = 104
  VCAM1 TNFa inh = 4
  Smad3 inh = -17
  F-actin modifier = 5
  HUVEC prolif 384 = 100

> CC(=O)c1cnc2c(-c3ccccc3)cnn2c1C
  H69AR growth 86K = 89
  PTK2B oligo ant = 1.1
  HUVEC tox IL1B = 14
  TNFa cytotox = 11
  Lung fibro prol = 97
  VCAM1 TNFa inh = 3
  Smad3 inh = -5
  F-actin modifier = 3
  HUVEC prolif 384 = 87

Assay outcomes as filed in PubChem BioAssay.
